High-throughput results from PubChem.
Rpn11 block: inhibitors of human proteasome Rpn11. O00487. human 26S proteasome, Ub4-pepOG fluorescence polarization; 20S core pre-blocked with epoxomicin. calls only at 20 µM. actives 0.59% (n = 360,000). AID 588493;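 active means inhibition at 20 µM, scaled to each plate's controls, above about 33%, limit read from the data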
NadD block: NadD (S. aureus) enzyme inhibition; actives 0.78% (n = 360,000); inhibition, % at 20 µM; AID 602399; purified NadD enzyme, colorimetric absorbance read-out; in the data active means inhibition above about 26%; further: some compounds past the cut are filed as inactive
CSN inh: inhibitors of human CSN-mediated cullin deneddylation; actives 0.38% (n = 360,000); inhibition, % at 12.5 µM; Purified CSN, SCF-Nedd8-OG deneddylation, fluorescence polarization; Q92905;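 active means pattern-corrected inhibition above about 35%, with an unprinted fluorescence ratio check between 0.5 and 1.5, limit read from the data, passing the limit was not always enough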;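 further: 0% = enzyme with substrate and 100% = substrate without enzyme; some results filed as inactive read as strong as hits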
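assay system = purified human Csn5 enzyme expressed in HEK293T cells | amount = 0.24 nM enzyme | buffer or medium = Tris/NaCl/DTT buffer, pH 7.5 | reagent = 10 nM SCFSkp2-Nedd8OG | compound = one concentration, 12.5 µM, 0.25% DMSO | times = 90 min reaction at room temperature | signal = FP | read-out basis = % inhibition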
SUMO1 PPI mod: SUMO1-SIM interaction modulation | P63165 | SUMO1 binding to a labelled peptide, TR-FRET, 1 h | inhibition, % at 20 µM | actives 0.33% (n = 360,000) | AID 602429; in the data active means inhibition above about 37%
Target sequence (P63165 whole entry, looked up): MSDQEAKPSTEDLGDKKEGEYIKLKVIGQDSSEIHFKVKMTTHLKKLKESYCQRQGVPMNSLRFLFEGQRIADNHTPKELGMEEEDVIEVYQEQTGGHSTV
LMPTP inh: LMPTP (human) inhibition; P24666; inhibition, % at 20 µM; recombinant LMPTP-A, OMFP fluorogenic substrate, fluorescence intensity; actives 0.22% (n = 360,000);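 active means compounds that cut the enzyme signal by at least half of the control window in the single-dose screen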;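 further: plate controls were DMSO wells with enzyme plus substrate for no effect and substrate without enzyme for full effect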
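Assay system: LMPTP-A, protein tyrosine phosphatase of low molecular weight / Medium: pH 6.0 Bis-Tris buffer with DTT and Triton X-100 / Schedule: 50 min enzyme reaction at room temperature, protected from light / Measured by: endpoint fluorescence intensity from OMFP dephosphorylation / Read-out basis: % inhibition relative to no-enzyme and uninhibited control wells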
STEP inh: inhibitors of human striatal-enriched phosphatase STEP; P54829; recombinant STEP, OMFP fluorogenic substrate, fluorescence; inhibition, % at 20 µM; actives 0.25% (n = 360,000); AID 588621;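 active means inhibition at 20 µM, scaled per plate between control wells, above about 37%, limit read from the data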;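 further: 0% = DMSO with enzyme and substrate and 100% = substrate only without enzyme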
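System: STEP (striatal-enriched tyrosine phosphatase) enzyme, cell-free; medium: Bis-Tris pH 6.0 buffer with DTT, detergent; dosing: 20 µM, 1% DMSO; times: reaction 20 min, ambient temperature; detection: fluorescence, 480/540 nm; read-out basis: normalized % inhibition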
Scp1 inh: inhibitors of human Scp-1 phosphatase; AID 493091; inhibition, % at 20 µM; Q9GZU7; Recombinant Scp1, phosphopeptide, malachite green phosphate absorbance; actives 0.88% (n = 340,000);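 active means inhibition above about 50% at 20 µM, limit read from the data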;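 further: plate controls were DMSO wells with enzyme for no effect and wells lacking enzyme for full effect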
Target sequence (Q9GZU7 76-261 limits assumed): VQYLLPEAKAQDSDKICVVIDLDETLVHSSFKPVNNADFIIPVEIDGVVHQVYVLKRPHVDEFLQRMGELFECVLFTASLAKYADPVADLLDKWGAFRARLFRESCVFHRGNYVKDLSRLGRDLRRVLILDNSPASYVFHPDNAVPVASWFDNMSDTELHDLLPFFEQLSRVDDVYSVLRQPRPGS
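Assay system: SCP-1 catalytic fragment, aa 76-261 | Buffer or medium: Tris acetate buffer pH 5.5 with MgCl2 and Tween-20 | Compound: One concentration, 20 µM, with 1.0% DMSO | Also added: Phospho 17-mer peptide substrate | Signal: Absorbance at 630 nm | Incubation: 45 min enzyme reaction at room temperature | Measure: % inhibition of SCP-1 phosphate liberation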
Neddylation inh: cullin neddylation inhibition; actives 0.58% (n = 360,000); P61081+Q13564; AID 651699; TR-FRET cullin neddylation, biochemical; calls only at 25 µM; in the data active means inhibition above about 36%
Target sequence (P61081 whole entry, looked up): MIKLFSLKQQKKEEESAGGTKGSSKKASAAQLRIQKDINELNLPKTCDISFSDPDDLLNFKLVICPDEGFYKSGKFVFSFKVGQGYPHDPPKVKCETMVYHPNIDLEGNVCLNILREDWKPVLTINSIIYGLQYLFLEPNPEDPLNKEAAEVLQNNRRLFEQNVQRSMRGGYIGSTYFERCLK
Target sequence (Q13564 whole entry, looked up): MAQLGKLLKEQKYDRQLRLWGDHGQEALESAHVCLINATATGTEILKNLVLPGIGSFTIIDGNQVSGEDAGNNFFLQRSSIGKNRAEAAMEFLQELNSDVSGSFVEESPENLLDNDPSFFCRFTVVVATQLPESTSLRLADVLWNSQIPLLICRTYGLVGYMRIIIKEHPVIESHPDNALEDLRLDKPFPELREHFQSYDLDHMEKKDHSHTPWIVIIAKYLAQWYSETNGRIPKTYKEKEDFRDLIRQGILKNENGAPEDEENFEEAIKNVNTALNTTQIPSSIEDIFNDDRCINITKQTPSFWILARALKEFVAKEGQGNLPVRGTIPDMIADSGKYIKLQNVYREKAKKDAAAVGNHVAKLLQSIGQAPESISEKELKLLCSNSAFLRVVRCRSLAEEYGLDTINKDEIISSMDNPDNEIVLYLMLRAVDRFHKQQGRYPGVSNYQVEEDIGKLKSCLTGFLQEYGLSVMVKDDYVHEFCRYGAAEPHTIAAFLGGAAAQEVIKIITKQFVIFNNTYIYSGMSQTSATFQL
Rin1 Abl inh: human Rin1-Abl interaction inhibition; TR-FRET Rin1/Abl binding, biochemical; inhibition, % at 7.35 µM; actives 0.4% (n = 360,000); in the data active means inhibition above about 5%, passing the limit was not always enough
DNMT1 block: inhibitors of human DNMT1; P26358; DNMT1 molecular beacon, Hinp1I cleavage, fluorescence; inhibition (reported as % activation of signal), % at 10 µM; actives 0.83% (n = 360,000); AID 588458; in the data active means inhibition above about 50%
Active calls of the source: *; i = inactive; . = no result given; + = active, no number.

Start of the data: the first 3 compounds, to show the layout:
No.	smiles	Rpn11 block	NadD block	CSN inh	SUMO1 PPI mod	LMPTP inh	STEP inh	Scp1 inh	Neddylation inh	Rin1 Abl inh	DNMT1 block
1	O=C(CSc1nc2c(c(C(F)(F)F)n1)CCc1ccccc1-2)NCc1ccco1	i	-1	9	14	0.0	2	-3	i	-8	-1
2	COc1nc(-c2cccs2)cc(-c2ccc(C)cc2)c1C#N	i	-9	1	6	2.8	5	-5	.	-1	11
3	CC[N+]1(C)CCC(O)(c2ccc(OC)cc2)C(C(=O)c2ccc(OC)cc2)C1 (stereo not given)	i	0	-1	5	-0.6	1	-2	i	4	5

All compounds of this part, previewed entries included:
No.	smiles	Rpn11 block	NadD block	CSN inh	SUMO1 PPI mod	LMPTP inh	STEP inh	Scp1 inh	Neddylation inh	Rin1 Abl inh	DNMT1 block
1	O=C(CSc1nc2c(c(C(F)(F)F)n1)CCc1ccccc1-2)NCc1ccco1	i	-1	9	14	0.0	2	-3	i	-8	-1
2	COc1nc(-c2cccs2)cc(-c2ccc(C)cc2)c1C#N	i	-9	1	6	2.8	5	-5	.	-1	11
3	CC[N+]1(C)CCC(O)(c2ccc(OC)cc2)C(C(=O)c2ccc(OC)cc2)C1 (stereo not given)	i	0	-1	5	-0.6	1	-2	i	4	5
4	COc1ccc(S(=O)(=O)NC(=O)C2(C)CCN2C(=O)Cc2cc(C)cc(C)c2)cc1OC (stereo not given)	i	-5	3	1	-1.7	-4	.	i	-5	4
5	O=S(=O)(c1ccc(Br)cc1F)N1CCCCC1CCO (stereo not given)	i	-2	-1	-1	-2.0	0	-5	i	0	4
6	CCOc1cc(/C=N\NC(=O)Cn2nc([N+](=O)[O-])cc2C)ccc1OCc1cccc2ccccc12	i	38*	-2	-4	2.6	1	-13	i	0	18
7	COC(=O)[C@@]12C[C@@H](CC(=O)NCC3CCCCC3)C(=O)N(Cc3ccccc3)C1=CCC(C)(C)C2	.	.	3	6	1.7	.	.	i	.	.
8	C/C(=N\NS(=O)(=O)c1ccc([N+](=O)[O-])cc1)c1ccc(NC(=O)c2ccco2)cc1	i	0	-2	-10	1.0	1	-5	i	-2	0
9	CC(=O)NCCOC(=O)Nc1sc(=S)n(C)c1C	i	-3	3	3	-2.3	-1	-7	i	3	2
10	COc1ccc(N=Cc2oc3ccc4ccccc4c3c2O)cc1	+	-2	23	-15	11	20	40	i	-2	60*
11	Cc1ccc(/C([O-])=C(/C(=S)Nc2ccc(SC(F)F)cc2)[n+]2ccccc2)cc1[N+](=O)[O-]	i	-3	4	-5	1.6	2	-3	i	0	-20
12	CN1CCN(c2ccc(S(=O)(=O)N3CCOCC3)cc2NC(=O)COc2ccc(F)cc2Cl)CC1	i	-4	-1	-4	1.2	0	-5	i	1	-3
13	CCn1nc(NS(=O)(=O)c2ccc([N+](=O)[O-])cc2)c2cc3cc(C)ccc3nc21	i	11	-1	5	0.2	1	-4	i	1	-5
14	CC(C)c1ccc(NC(=O)CN2C(=O)c3ccccc3S2(=O)=O)cc1	i	-3	5	2	-0.1	8	-2	i	2	0
15	O=C(NCCC1=CCCCC1)C1CCC(=O)N(Cc2ccc(Cl)cc2)C1 (stereo not given)	i	1	3	-4	0.4	0	0	i	-4	0
16	COc1ccc(CCNC(=O)c2cc(COc3c(F)cccc3F)on2)c(OC)c1	i	-12	0	5	4.0	0	-13	i	-1	-3
17	c1ccc(OCCCN2CCCC2)cc1	i	-8	0	2	-7.6	-2	-15	i	0	0
18	Cc1nc(-c2ccc(S(=O)(=O)N3CCCCCC3)cc2)cs1	i	2	-4	1	2.0	3	0	i	0	-4
19	Nc1ncnc2c1ncn2C1CCCO1 (stereo not given)	i	1	-8	-3	0.7	-2	-12	i	-2	-2
20	O=C(c1cccc(-c2ccccc2)c1)N1CC[C@@H](N2CCC(O)CC2)[C@H](O)C1	i	2	6	-2	4.9	2	-2	i	-3	2

Results in NadD block, for some of the entries so far:
# | Structure | NadD block
8 | C/C(=N\NS(=O)(=O)c1ccc([N+](=O)[O-])cc1)c1ccc(NC(=O)c2ccco2)cc1 | 0
9 | CC(=O)NCCOC(=O)Nc1sc(=S)n(C)c1C | -3

Continuation.
No.	smiles	Rpn11 block	NadD block	CSN inh	SUMO1 PPI mod	LMPTP inh	STEP inh	Scp1 inh	Neddylation inh	Rin1 Abl inh	DNMT1 block
21	C=CCSc1nc2ccccc2n1C(=O)/C=C/c1ccc(OC)c(OC)c1	i	-6	15	8	1.6	-2	-8	i	-2	10
22	Cc1c(NC(=S)Nc2ccc(Cl)cc2)c(=O)n(-c2ccccc2)n1C	i	-1	-3	4	0.1	0	-3	i	3	-3
23	COc1cc(NS(=O)(=O)c2ccc(NC(=S)NC(=O)/C=C/c3ccc(F)cc3)cc2)ncn1	i	16	4	11	4.0	0	-2	i	0	5
24	CC(C)CNC(=O)c1ccccc1C(=O)NC1(C(=O)NCC(C)C)CCCC1	i	0	-1	0	-1.5	-1	-3	i	2	-2
25	COc1ccc(CC2CC(=O)N(c3ccc(C)cc3)C2=O)cc1 (stereo not given)	i	0	5	0	-1.3	0	-6	i	0	0
26	CCOC(=O)C1=CCN(S(=O)(=O)c2ccc(C)cc2)C1c1ccc(CC)cc1 (stereo not given)	i	2	-2	1	3.2	3	.	i	8	-5
27	O=C(COc1ccc(Cl)cc1)NCCN1CCCC1	i	-4	7	-5	-5.2	-3	-5	i	-1	0
28	O=C(CSc1nnnn1-c1cccnc1)NCc1cccs1	i	0	1	2	-0.3	0	1	i	5	5
29	Cc1csc(NC(=O)c2nc3nc(C)cc(C)n3n2)n1	i	3	3	0	1.4	0	-8	i	-3	2
30	COc1ccc(NC(=O)c2cc3c(Cl)nc4ccccc4c3s2)cc1OC	i	-14	4	7	1.5	-6	-12	i	-1	-13
31	O=C(Nc1ccc(-c2nc3ccccc3[nH]2)cc1)c1ccco1	i	-8	-3	6	2.9	12	0	i	-1	-2
32	CCOc1ccc2ccccc2c1/C=N/n1cncn1	i	-2	0	-11	0.3	2	-2	i	-5	0
33	COC(=O)C(Cc1ccccc1)NC(=O)CNC(=O)c1ccccc1OC (stereo not given)	i	-4	6	11	0.2	-2	-6	i	-1	0
34	CC(=O)Nc1cccc(C(=O)Nc2ccc(S(=O)(=O)NC3=NCCCCC3)cc2)c1	i	-1	3	3	-0.7	-1	-1	i	2	0
35	O=c1c([N+](=O)[O-])c(N2CCOCC2)c2ccccc2n1-c1ccccc1	i	-8	-3	2	0.2	-2	-4	i	-1	2
36	CC12CCC(C(=O)NCC3CCCO3)(OC1=O)C2(C)C (stereo not given)	i	-3	1	0	0.5	-1	4	i	0	2
37	O=C(O)CSC1c2ccccc2C(=O)N1Cc1ccccc1 (stereo not given)	i	-3	6	-2	-2.1	-5	2	i	1	3
38	CC(C)Oc1ccc(CNC2CCOC(C)(C)C2)cc1 (stereo not given)	i	-4	-2	0	-1.6	-3	-6	i	2	4
39	CCC(C)c1ccccc1N=Cc1ccc2c(c1)OCO2 (stereo not given)	i	8	-1	4	0.3	3	-4	i	4	0
40	COc1ccc(N2C(=O)CC(NNC(=O)c3cccnc3)C2=O)cc1 (stereo not given)	i	-1	2	1	-0.7	-1	-8	i	-2	-7
41	CC(C)(C)c1ccc(-n2ncc3c2CCCC3NC(=O)CCn2cncn2)cc1 (stereo not given)	i	-2	3	3	-0.2	0	-7	i	6	0
42	O=C(Nc1ccc(S(=O)(=O)Nc2nccs2)cc1)c1cnc(Cl)c(Cl)c1	i	5	7	14	1.7	7	-9	i	-2	-3
43	CC(C)(C)c1ccccc1NC(=O)C1=COCCO1	i	-4	0	8	-0.4	0	-8	i	-1	0
44	Cc1cc(C)nc(SCc2nnc(SCC(=O)Nc3ccc(C)c(C)c3)n2Cc2ccco2)n1	i	11	5	2	3.0	3	0	i	-6	-4
45	CSc1nc2cc(S(=O)(=O)N3CCOCC3)ccc2s1	i	0	-5	1	-0.8	-2	-9	i	-1	0
46	C/C(=N\NC(=O)c1ccccc1)c1ccc(-n2ccnc2)cc1	i	9	-2	-1	-1.0	-2	-1	i	1	-1
47	CCC(C)NC(=O)c1ccccc1-c1nc2ccccc2[nH]1 (stereo not given)	i	-3	-4	-4	-1.3	6	-3	i	-4	-3
48	COc1cccc(C(=O)N2CCC(N3CC(C)OC(C)C3)CC2)c1 (stereo not given)	i	-5	-10	0	-1.5	2	-7	i	3	6
49	CCOC(=O)c1c(N)sc(C(=O)Nc2ccccc2F)c1C	i	-3	-2	3	0.7	3	-11	i	-2	-2
50	CCOC(=O)C1=CN(c2cccc(F)c2)C=C(C(=O)OCC)C1c1cc(OC)c(O)c([N+](=O)[O-])c1	i	15	3	-22	4.1	1	-15	i	0	-5
51	CCOc1ccc(S(=O)(=O)N(CC)CC)cc1NS(=O)(=O)c1ccc(F)c(F)c1F	i	0	-2	2	0.1	-5	-10	i	1	3
52	COc1ccc(NC(=O)C2CCCCN2S(=O)(=O)c2ccccc2)cc1S(=O)(=O)N1CCOCC1 (stereo not given)	i	-2	6	12	-1.5	2	-6	i	2	6
53	CC1(C)CC(=O)C=C(C(=O)N2CCCC(CCC(=O)NCc3ccccc3F)C2)O1 (stereo not given)	i	5	1	-6	-0.5	0	-10	i	-2	0
54	CCOC(=O)c1c(NC(=O)Cn2cnc([N+](=O)[O-])n2)sc2c1CCCC2	i	-5	-10	-14	0.2	0	-3	i	-3	0
55	CCC(=O)Nc1c(C)nn(C(=O)CC)c1C	i	-3	4	-3	1.3	1	-2	i	2	-2
56	Cc1[nH]c2ccccc2c1C(=O)CN1C(=O)C(=O)N(Cc2ccco2)C1=O	i	1	-3	11	0.8	-3	-7	i	2	1
57	O=C(NCCCN1CCCC1=O)c1c(O)nc2sccn2c1=O	i	1	3	1	-1.8	-4	1	i	-1	-1
58	CCCCOC(=O)c1nc[nH]c1C(=O)OCCCC	i	-2	4	-3	-0.7	0	-2	i	1	6
59	CC(=O)Nc1ccc(S(=O)(=O)N(C)CC(=O)OCC(=O)N2CCCC2=O)cc1	i	-4	-5	1	-2.0	-2	-7	i	0	0
60	NC(=O)c1c(N)sc(=S)n1CC1CCCO1 (stereo not given)	i	-4	-2	-14	-0.7	0	-5	i	-4	0
61	COc1cc(C(=O)N2CCN(S(=O)(=O)c3ccc(Cl)cc3)CC2)ccc1OCC(=O)N1CCOCC1	i	7	2	-1	0.3	1	1	i	2	-2
62	Cc1ccc(C(=O)Nc2ccc(Br)c(C(F)(F)F)c2)cc1	i	-9	4	2	3.8	3	-13	i	3	0
63	CC1(C)CC(NC(=O)c2ccc(Cl)c(Cl)c2)CC(C)(C)N1	i	-6	-1	4	-1.5	-4	-2	i	-5	-4
